Screens from PubChem BioAssay.
ER stress death = ER stress cell death inhibition. CSM14.1 thapsigargin ER stress survival, ATP luminescence. relative survival (cellular ATP), % at 15 µg/mL (by protocol). 48,000 tested, 0.33% active;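 active means survival measured by cellular ATP above 50% at 15 µg/ml in the first screen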;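 further: cell death triggered by about 15 µM thapsigargin; ATP read 24 h after thapsigargin was added; plate controls were thapsigargin with DMSO for no effect and DMSO without thapsigargin for full effect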
* marks the source's active call; other numbers are inactive results.

SMILES | ER stress death
Cc1cc(C)nc(SCC2COc3ccccc3O2)n1 (stereo not drawn) | 11.0
CC(=O)Oc1ccc2c3c(c(=O)oc2c1OC(C)=O)CCCC3 | 5.3
O=C(NCCCNc1ccc([N+](=O)[O-])cc1)C(c1ccccc1)c1ccccc1 | 4.7
CCc1ccccc1N=CC1=C(O)CC(c2ccccc2)CC1=O (stereo not drawn) | -0.9
COc1ccc(C(=O)Nc2ccc3oc4ccc(NC(=O)c5ccc(OC)cc5)cc4c(=O)c3c2)cc1 | 9.0
CCOC(=O)CNC(=O)c1cc(C(=O)OC)cc([N+](=O)[O-])c1 | 14.1
Cc1cccc(NS(=O)(=O)c2cc(C(C)(C)C)c(F)c(C(C)(C)C)c2)n1 | 8.6
CC(C)(C)CC(C)(C)NC(=O)CSc1nnc(-c2ccco2)n1-c1ccccc1 | 18.9
CCN1C(=O)/C(=C\c2cn(CCOc3ccccc3)c3ccccc23)SC1=S | 4.7
COc1cccc(NC(=O)C2CC(=O)N(c3ccc(Cl)cc3)C2)c1 (stereo not drawn) | 3.8
Cc1ccc(-c2noc(-c3cccc([N+](=O)[O-])c3C)n2)cc1 | -2.1
CCOc1ccc(/C=C2\C(=O)NC(=O)N(c3ccc(Cl)cc3)C2=O)cc1Cl | 8.9
COc1ccccc1Nc1nc(-c2cc3ccccc3oc2=O)cs1 | -0.7
Cc1ccc(NC(=O)c2ccc(-c3ccc(Cl)cc3)o2)c([N+](=O)[O-])c1 | -0.5
COc1ccc(/C=C(/C#N)c2nc(-c3ccc(C)cc3)cs2)o1 | -6.1
Cc1ccc(/C=C2/SC(=O)N(CNc3cccc(C)c3)C2=O)cc1 | 0.4
CCc1ccccc1N(CC(=O)Nc1cccc(C(F)(F)F)c1)S(C)(=O)=O | -9.2
Cc1cccc(NC(=O)CSc2nnc(-c3ccccc3)c(-c3ccccc3)n2)c1 | 1.3
CCOC(=O)c1c(NC(=O)/C=C/c2cccc([N+](=O)[O-])c2)sc2c1CCC2 | 12.0
Cc1cc(OCC(=O)Nc2cccc(F)c2)cc(C)c1Cl | 3.4
CC(=O)c1ccc(N(C(C)=O)C2=C(N3CCCCC3)C(=O)c3ccccc3C2=O)cc1 | -0.6
CCN(CC)C(=O)c1cccc(-c2ccc(OC(C)=O)cc2)c1 | 0.5
CCOc1cc(/C=C2\SC(=S)NC2=O)cc(Br)c1OC(C)=O | -1.0
Cc1ccc(OCCCCN2CCC(C)CC2)c(Cl)c1 | -3.6
O=C1CSC(c2cn(-c3ccccc3)nc2-c2ccc(Cl)cc2)N1Cc1ccco1 (stereo not drawn) | -0.8
Cc1ccc(C2CC(C(F)(F)F)n3ncc(C(=O)N(Cc4ccccc4)Cc4ccccc4)c3N2)cc1 (stereo not drawn) | 3.6
Cc1ccc(OCC(=O)Nc2ccccc2Cl)cc1C | 6.4
O=C1c2ccccc2C2(c3ccc(Cl)cc3)N1CCN2C(=S)Nc1ccccc1 (stereo not drawn) | 1.5
O=C(Nc1ccccc1)Nc1nnc(COc2ccccc2)s1 | 4.2
O=C(c1cccc(F)c1)N1CCN(Cc2ccccn2)CC1 | 2.1
CCCCC(C(C)=O)C(=O)Nc1ccc(C)cc1 (stereo not drawn) | 3.8
O=C(COc1ccc2ccccc2c1)N1CCCC1 | -1.9
NS(=O)(=O)c1ccc(NS(=O)(=O)c2ccc(F)cc2)cc1 | 3.1
CC(=O)N1CCN(c2ccc(NC(=O)c3ccc(Cl)cc3)cc2)CC1 | 4.3
CSc1nc(-c2ccccc2)nc2[nH]c(-c3ccccc3)cc(=O)c12 | 11.2
COc1ccc(OCC(=O)Nc2ccc(NC(=O)c3ccco3)cc2)cc1 | 1.7
Cc1ccc(S(=O)(=O)NC(=O)Nc2ccc(C)c(Cl)c2)cc1 | 1.9
C=C(C)Cn1c(SCC(=O)O)nnc1-c1ccc([N+](=O)[O-])cc1 | -7.0
O=C(Nc1ccc(N2CCOCC2)c(Cl)c1)c1ccc(Cl)cc1[N+](=O)[O-] | -2.5
CC(=O)Nc1cccc(NC(=O)c2ccccc2[N+](=O)[O-])c1 | -2.1

The final 7 compounds of the part above come first, to join the parts:
SMILES | ER stress death
CC(=O)N1CCN(c2ccc(NC(=O)c3ccc(Cl)cc3)cc2)CC1 | 4.3
CSc1nc(-c2ccccc2)nc2[nH]c(-c3ccccc3)cc(=O)c12 | 11.2
COc1ccc(OCC(=O)Nc2ccc(NC(=O)c3ccco3)cc2)cc1 | 1.7
Cc1ccc(S(=O)(=O)NC(=O)Nc2ccc(C)c(Cl)c2)cc1 | 1.9
C=C(C)Cn1c(SCC(=O)O)nnc1-c1ccc([N+](=O)[O-])cc1 | -7.0
O=C(Nc1ccc(N2CCOCC2)c(Cl)c1)c1ccc(Cl)cc1[N+](=O)[O-] | -2.5
CC(=O)Nc1cccc(NC(=O)c2ccccc2[N+](=O)[O-])c1 | -2.1
CC(=O)C1=C(O)C(=O)N(C)C1c1ccccc1[N+](=O)[O-] (stereo not drawn) | 7.4
COc1cc(/C=C2/C(=O)NC(=O)N(C)C2=O)cc(Cl)c1O | 10.0
CCOC(=O)C1=C(C)N=c2s/c(=C\c3ccc(OC)cc3OC)c(=O)n2C1/C=C/c1ccccc1 (stereo not drawn) | 14.8
O=[N+]([O-])c1ccc(N2CCN(S(=O)(=O)c3ccccc3)CC2)cc1N1CCOCC1 | 7.6
CCOC(=O)c1ccc(Nc2cc(-c3ccccc3)ncn2)cc1 | 9.5
Cc1cccc(/C=N/NC(=O)Cc2nnc(N)s2)c1 | 8.3
CCC1CCc2c(sc(NC(=O)c3ccc(C(C)C)cc3)c2C(N)=O)C1 (stereo not drawn) | -2.8
CC1(C)NC(=O)N(CC(O)COc2ccc(Cl)cc2)C1=O (stereo not drawn) | 7.2
COc1ccc(C(=O)Nc2ccc3oc(-c4ccc(N(C)C)cc4)nc3c2)cc1 | -1.3
CCOc1ccc(N2C(=O)CC(N3CCC(Cc4ccccc4)CC3)C2=O)cc1 (stereo not drawn) | 19.8
O=c1c2ccccc2nc2n1CCS2 | 2.6
CCOc1cc(/C=C(/C#N)C(=O)Nc2cccc(Br)c2)cc(Cl)c1OCC(=O)O | 1.3
Nc1cc(-c2nc3ccccc3s2)ccc1Cl | -3.2
O=C(CSc1nnc2c(n1)[nH]c1ccccc12)N1c2ccccc2Sc2ccccc21 | 8.3
c1ccc(N2Cc3cc4c(cc3C2)CN(c2ccccc2)C4)cc1 | -0.4
O=C(c1ccc([N+](=O)[O-])cc1)N1CCN(Cc2cccc(Br)c2)CC1 | 3.7
O=C(O)CCN1C(=O)/C(=C/c2ccccc2F)SC1=S | 15.4
CC(C)c1ccccc1NS(=O)(=O)c1ccccc1 | -3.1
O=C(Nc1nccs1)c1cccc(NC(=O)c2ccco2)c1 | 1.3
COCCCNC(=O)C(=O)Nc1ccc(OC)c(Cl)c1 | 10.7

Brought forward from above: 4 compounds, followed by the next part.
SMILES | ER stress death
O=C(O)CCN1C(=O)/C(=C/c2ccccc2F)SC1=S | 15.4
CC(C)c1ccccc1NS(=O)(=O)c1ccccc1 | -3.1
O=C(Nc1nccs1)c1cccc(NC(=O)c2ccco2)c1 | 1.3
COCCCNC(=O)C(=O)Nc1ccc(OC)c(Cl)c1 | 10.7
O=C(Nc1cc(C(F)(F)F)ccc1Cl)C1CC(=O)N(c2ccc(Br)cc2)C1 (stereo not drawn) | -0.6
CN1C(=O)/C(=C\c2ccc([N+](=O)[O-])cc2)SC1=S | 14.5
Cc1ccc(N2C(=O)/C(=C/c3ccccc3)SC2=S)cc1C | 4.3
Clc1ccc(Sc2c(-c3ccccc3)nc3sccn23)cc1 | 7.0
COc1ccccc1NC(=O)c1c(NC(=O)c2ccco2)sc2c1CCCC2 | 6.0
O=Cc1ccc(/C=C2/SC(=S)N(Cc3ccccc3)C2=O)cc1 | 6.6
Cc1ccc(-c2nnc(Nc3ccc4c(c3)ncn4C)c3ccccc23)cc1 | 1.0
CC1(C)Cc2c(sc(NC(=O)Nc3ccccc3)c2C(N)=O)CO1 | 1.9
CCOC(=O)c1c(NC(=O)C23CC4CC(CC(C4)C2)C3)sc(C(=O)Nc2ccccc2OC)c1C | 0.8
N#CC(=C1CCCCC1)c1nc(-c2cc3ccccc3oc2=O)cs1 | 12.8
Cc1cc2c(cc1C)NC(CC(=O)Nc1ccccc1C(F)(F)F)C(=O)N2 (stereo not drawn) | -0.9
Cc1cc(C)n(C(=O)c2ccc(Cl)c([N+](=O)[O-])c2)n1 | 2.5
COc1c(Cl)cc(C(=O)Nc2ccc(O)c(-c3nc4cc(C)ccc4o3)c2)cc1Cl | 9.7
COc1ccc(C(C)=O)cc1N1C(=O)C2C3C=CC(C3=C(C)C)C2C1=O (stereo not drawn) | 8.1
CCOC(=O)c1c(C)[nH]c2ccc(OC(C)=O)cc12 | 6.4
Clc1ccc(/C=N\N2CCN(C(c3ccccc3)c3ccccc3)CC2)cc1 | 9.1
COc1ccc(C2=NN(C(=O)CCC(=O)O)C(c3ccc(C)cc3)C2)cc1 (stereo not drawn) | 9.9
COc1ccc(C2CC(c3cccs3)=NN2C(=O)CCC(=O)O)cc1 (stereo not drawn) | 3.3
CCC(=O)Nc1sc(Cc2ccccc2)c(C)c1C(N)=O | -2.7
O=C(COc1ccccc1Cl)Nc1ccc2oc(-c3ccncc3)nc2c1 | -3.2
O=C(O)c1ccc2c(c1)C(=O)N(c1ccc(-c3nc4ccccc4c(=O)o3)cc1)C2=O | 9.9
C=CCN1C(=O)/C(=C/c2ccc(OC(=O)C34CC5CC(CC(C5)C3)C4)c(OC)c2)SC1=S | 6.0
Cc1cc(C)nc(NS(=O)(=O)c2ccc(NC(=O)CSc3nccn3C)cc2)n1 | 4.9
COc1ccc(OCCCN2CCCC2)cc1 | 9.3
CCOC(=O)c1ccc(NC(=S)NC(=O)c2ccco2)cc1 | 1.2
COc1cc(NC(=O)c2ccc(F)cc2)cc(OC)c1 | 9.1
COc1cccc(-c2nnc(NC(=O)/C=C/c3ccccc3)s2)c1 | 0.9
COc1ccc(OC)c(S(=O)(=O)N2CCN(C)CC2)c1 | 9.3
Brc1ccccc1OCCCN1CCCC1 | -6.4
C=CCSc1nc2ccccc2c(=O)n1Cc1ccccc1 | 7.3
CCOC(=O)CSc1nnc(CCCN2C(=O)c3cccc4cccc(c34)C2=O)n1-c1ccccc1 | 7.7
Cc1cc(N2CC(C)OC(C)C2)n2c(nc3ccccc32)c1C#N (stereo not drawn) | 6.0
Cc1ccccc1CN1CCN(C(=O)C(c2ccccc2)c2ccccc2)CC1 | 97.4*
O=C1CC(c2ccccc2)CN1C(=O)c1cncc(Br)c1 (stereo not drawn) | 0.5
O=C1/C(=C/c2ccccc2[N+](=O)[O-])SC(=S)N1c1cccc(C(F)(F)F)c1 | 1.7
O=[N+]([O-])c1ccc(Nc2nc(-c3ccccc3)cc(-c3ccccc3)n2)cc1 | -3.4
COc1cc2c(cc1OC)C(C)N(CC(=O)O)CC2 (stereo not drawn) | 8.0
CN(C)CCCNC(=O)C(F)(F)C(F)(F)C(F)(F)C(F)(F)C(F)(F)Cl | -0.6
CCOc1ccc2nc(NC(=O)c3ccccc3O)sc2c1 | -7.6
CC1(C)CC(NCCC#N)CC(C)(C)N1 | 4.4

Some of the entries so far, field by field:
Nc1cc(-c2nc3ccccc3s2)ccc1Cl
  ER stress death: -3.2

O=C(CSc1nnc2c(n1)[nH]c1ccccc12)N1c2ccccc2Sc2ccccc21
  ER stress death: 8.3

The results go on.
SMILES | ER stress death
S=C1NCCOCCOCCOCCNC(=S)N2CCOCCOCCN1CCOCC2 | 4.4
COCCNC(=O)CN(c1ccc(C)cc1)S(C)(=O)=O | 3.5
O=C(COc1ccc(Cl)cc1Br)NNC(=O)c1ccccc1O | -4.0
Oc1ccc(/C=N/Nc2nnc(-c3ccccc3)c(-c3ccccc3)n2)cc1 | 10.1
O=C(c1cccc(F)c1)N1CCN(c2cc(N3CCCC3)c(F)cc2[N+](=O)[O-])CC1 | 4.3
CC(=O)CC(=O)Nc1ccc(Cl)c(C(F)(F)F)c1 | -8.0
Nn1cnnc1N/N=C/c1ccc(O)cc1O | -34.0
CN(/N=C/c1ccc([N+](=O)[O-])cc1)C(=S)c1ccccc1 | 11.8
COc1ccc(/C=C2\C(=O)ON=C2c2ccccc2)c(OC)c1 | 5.8
CCOc1cc(C(=O)NCc2ccncc2)cc(OCC)c1OCC | 13.6
COC(=O)c1cc(C(=O)NCC2CCCO2)cc([N+](=O)[O-])c1 (stereo not drawn) | -0.6
COc1ccc(C(=O)N2CCN(Cc3cccc4ccccc34)CC2)cc1OC | 0.0
NC(=O)CSc1nc2ccc([N+](=O)[O-])cc2s1 | 1.5
NC(=O)c1ccc(NC(=O)c2cccc(Cl)c2)cc1 | 2.6
CCN(CC)c1ccc(NC(=O)c2ccc3ccccc3c2)cc1 | 2.4
Cc1cc(C)c(S(=O)(=O)NC(=O)C23CC4CC(CC(C4)C2)C3)c(C)c1 | 4.0
c1cc(CN2CCN(C3CCCCCC3)CC2)ccn1 | -4.9
CCC1CCc2c(sc(NC(=O)c3cccs3)c2C(N)=O)C1 (stereo not drawn) | -1.9
CCc1ccc(N2CC(C(=O)NCc3ccccc3OC)CC2=O)cc1 (stereo not drawn) | 7.9
Cc1cccc(NC(=O)C(C)Oc2ccccc2)c1C (stereo not drawn) | 4.6
Cc1ccc(S(=O)(=O)N(Cc2ccccc2)c2ccccc2C(=O)NCc2ccc(Cl)cc2)cc1 | 3.2
CCOC(=O)c1csc(NC(=O)c2cc(OC)c(OC)c(OC)c2)n1 | 6.4
COc1ccc(C2=C/C(=C/c3ccccc3OC)C(=O)O2)cc1 | 11.2
O=C(Nc1ccc(Br)cn1)c1cccc(Cl)c1 | 6.5
Cc1ccc(C(=O)N/C(=C\c2cccc([N+](=O)[O-])c2)C(=O)Nc2ccc(C)cc2C)cc1 | 7.2
CCc1nc(-c2cc(OC)c(OC)c(OC)c2)no1 | 0.7
COc1cccc(NC(=O)c2ccc3ccccc3n2)c1 | 4.9
COc1ccc(N2C(=O)NC(=O)/C(=C/c3ccc(I)o3)C2=O)cc1 | -1.4
COc1ccccc1OCCOc1ccccc1/C=N/n1cnnc1 | 8.4
O=C(Nc1ccccc1C(=O)O)c1ccc2ccccc2n1 | -1.9
O=C(c1ccc(Br)cc1)N(Cc1ccccc1)c1cccc([N+](=O)[O-])c1 | 4.2
COc1ccc(C(=O)Nc2ccccc2C)cc1OC | 7.3

Only part of the results is shown; the hit share may differ from the screen's.
